MBNL1 CUG block – blocks human MBNL1 binding to CUG repeat RNA | Q9NR56 | TR-FRET MBNL1-His/biotin-(CUG)12 binding, 665/545 ratio | Potency, µM (highest dose often 57.5 µM), for the others: at the highest dose activity change, negative = inhibition, actives largely listed as inhibitors | 0.036% of 280,000 active | AID 2675; active means well fitted inhibition curve with a large enough effect in the signal ratio, with a control signal flat, not every such curve was filed as active; inconclusive means small, poorly fitted or top-dose-only effect, or effect the other way, or a change in a side signal; inactive means no such curve, though single readings can be large or run the other way; the % refers to the signal ratio; further: potency means the concentration at half of the fitted maximal effect; on the % scale 0 is the no-effect control and ±100 the full control effect
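His-tagged MBNL1 binding to biotinylated (CUG)12 RNA was measured by TR-FRET using terbium anti-His antibody (0.055 ng/ul final) and streptavidin-XL665 (5 nM final). Compounds were titrated 92 nM to 58 uM; 60 min at room temperature.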
Menin-MLL TR inh – menin-MLL binding inhibition, Texas Red mutant peptide; O00255; Menin + Texas Red MLL mutant peptide, fluorescence polarization; Potency, µM (titrated, usually from 61.6 µM), inactives show at the top dose FP activity change, negative = inhibition, actives largely listed as inhibitors; 0.23% of 270,000 active; active means well fitted inhibition curve with a large enough effect in the polarisation, with a control signal flat, not every such curve was filed as active; inconclusive means small, poorly fitted or top-dose-only effect, or effect the other way, or a change in a side signal; inactive means no such curve, though single readings can be large or run the other way; the % refers to the polarisation; further: potency means the concentration at half of the fitted maximal effect; % of control where 0% means no effect; many of its hits are not listed in these tables
TCR activator – activators of T cell receptors. primary human leukocytes, anti-CD3, IL-2 HTRF, 48 h. Potency, µM (top dose mostly 9.22 µM), for inactives: at the top dose activation of IL-2 secretion, actives largely listed as activators. 330,000 tested, under 10 active. AID 504894; further: % of control where 0% means no effect
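IL-2 produced over 48 hr by a-CD3 bead-stimulated primary human leukocytes exposed to compounds was detected with a homogeneous time-resolved FRET immunoassay, 665nm acceptor signal after 320nm excitation.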
ASM inhibitor – blocks human secretory acid sphingomyelinase; AID 504937; Potency, µM (titrated, usually from 57.5 µM), for the others: at the top dose activity change, negative = inhibition, most hits filed as inhibitors; P17405; placental ASM, HMU-PC fluorogenic substrate, 60 min; 0.006% of 340,000 active; further: potency means the concentration at half of the fitted maximal effect
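Fluorescence read-out (Ex 386 nm, Em 447 nm) after stopping the reaction at pH 10. Enzyme: ASM from human placenta; substrate HMU-PC0, 9 uM final; 60 min, 37 °C. Compound preincubation 10 min, ambient temperature.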
a7 integrin act – integrin-mediated muscular dystrophy alleviation activation. AID 624291. 0.064% of 350,000 active. alpha7betagal myoblasts, beta-gal FDG fluorescence, 48 h. Potency, µM (titrated, usually from 38.3 µM), for inactives: at the highest dose activation, actives largely listed as activators;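 further: potency means the concentration at half of the fitted maximal effect; 100% = response of the positive control SU9516; nearly all actives have a fitted effect of over 60% in size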
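Alpha7betagal+/- myoblasts (passage 13) were plated 16-24 hr, then exposed to compounds (1:260 dilution of DMSO stock) for 48 hours at 37C. After MPER lysis, β-galactosidase reporter activity was read as FDG fluorescence (ex 480/em 540) after 30 minutes.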
Mito fusion yeast – mitochondrial division inhibition or fusion activation; S. cerevisiae fusion-defective mutant growth rescue, CellTiterGlo 48 h; Potency, µM (top dose mostly 46.1 µM), inactives show at the top dose growth rescue (activation), actives largely listed as activators; 0.23% of 320,000 active;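 further: potency means the concentration at half of the fitted maximal effect; % of control where 0% means no effect; nearly all actives have a fitted effect of over 45% in size; temperature-sensitive fusion mutants such as fzo1-1 at 37 °C on non-fermentable ethanol glycerol medium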
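S. cerevisiae fusion-defective temperature-sensitive mutants (e.g. fzo1-1, mgm1-5) grown 48 h at 37C in YPEG (ethanol/glycerol non-fermentable) medium with 23 nl compound per well; growth rescue read as CellTiterGlo luminescence.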
TSG101-PTAP inh – blocks PTAP/TSG101 interaction to inhibit HIV-1 budding; Q99816; Fluorescence polarization, FITC-PTAP peptide / Tsg101 binding; Potency, µM (top dose mostly 115 µM), for the others: top-dose activity change, negative = inhibition, hits mostly inhibitors; 340,000 tested, under 10 active; AID 493005; active means well fitted inhibition curve with a large enough effect in the main read-out, with a control signal flat, not every such curve was filed as active; inconclusive means small, poorly fitted or top-dose-only effect, or effect the other way, or a change in a side signal; inactive means no such curve, though single readings can be large or run the other way; further: potency means the concentration at half of the fitted maximal effect; % of control where 0% means no effect
Target sequence (Q99816 whole entry, looked up): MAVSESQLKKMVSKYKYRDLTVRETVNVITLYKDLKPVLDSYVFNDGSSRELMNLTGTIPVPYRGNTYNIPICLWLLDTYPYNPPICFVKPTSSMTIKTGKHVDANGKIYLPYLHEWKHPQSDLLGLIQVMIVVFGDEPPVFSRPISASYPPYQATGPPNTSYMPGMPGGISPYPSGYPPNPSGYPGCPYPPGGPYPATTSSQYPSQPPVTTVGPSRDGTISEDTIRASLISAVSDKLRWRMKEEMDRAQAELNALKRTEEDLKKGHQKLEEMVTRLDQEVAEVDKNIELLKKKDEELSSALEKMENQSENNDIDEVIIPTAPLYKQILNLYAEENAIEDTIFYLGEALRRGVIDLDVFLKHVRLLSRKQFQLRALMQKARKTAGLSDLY
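Fluorescence polarization binding of Tsg101 binding domain (10 uM final) to FITC-labeled PTAP peptide (50 nM final) in HEPES pH 7.5 buffer with NaCl, Tween 20, EDTA, TCEP. Compounds added before peptide; binding 20 min at RT.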
MLL CXXC-DNA inh – inhibitors of human MLL CXXC domain-DNA interaction. Q03164. MLL-CXXC / FITC-HOXA9 DNA fluorescence polarization. Potency, µM (series often up to 115 µM), for inactives: top-dose activity change, negative = inhibition, usual class: inhibitors. 0.037% of 290,000 active. AID 2662; active means well fitted inhibition curve with a large enough effect in the polarisation, with a control signal flat, not every such curve was filed as active; inconclusive means small, poorly fitted or top-dose-only effect, or effect the other way, or a change in a side signal; inactive means no such curve, though single readings can be large or run the other way; the % refers to the polarisation; further: potency means the concentration at half of the fitted maximal effect
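Fluorescence polarization: 7 uM MLL-CXXC (stock) preincubated 5 min with compounds, then 50 nM fluorescein-HOX-A9 DNA (stock) added; 30 min ambient. Buffer 50 mM Tris-HCl pH 7.5, 50 mM NaCl, 1 mM DTT, 0.05% BSA.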
AT treatment – candidate therapy for ataxia-telangiectasia. […] A-T fibroblasts, KAP-1 phosphorylation AlphaLISA; neocarzinostatin DNA damage 30 min before lysis. Potency, µM (top dose mostly 57.5 µM), for inactives: at the highest dose activation, usual class: activators. 0.19% of 320,000 active; further: potency means the concentration at half of the fitted maximal effect; % of control where 0% means no effect; nearly all actives have a fitted effect of over 45% in size
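hTERT-immortalized A-T patient fibroblasts ([…]), 500 cells/well in OPTI-MEM, 1% FBS, got compounds for 60 min, then NCS for 30 min at 37C. Lysates were then assayed for phospho-KAP-1 by AlphaLISA (anti-pKAP1 donor, anti-KAP1 acceptor beads), 6 hr at 25C.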
TSHR antag – blocks TSH signaling through the human TSH receptor; P16473; TSHR-expressing cells, TSH-stimulated cAMP HTRF, 2 h; stronger effect = lower value; activity change, negative = inhibition, % at 11.5 µM; 0.2% of 330,000 active; AID 504810;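 active means activity change below a set negative limit, meaning inhibition stronger than a set level, cut at about -70% in these data; inconclusive means activity change between two set negative limits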; further: on the % scale 0 is the no-effect control and ±100 the full control effect
Target sequence (P16473 whole entry, looked up): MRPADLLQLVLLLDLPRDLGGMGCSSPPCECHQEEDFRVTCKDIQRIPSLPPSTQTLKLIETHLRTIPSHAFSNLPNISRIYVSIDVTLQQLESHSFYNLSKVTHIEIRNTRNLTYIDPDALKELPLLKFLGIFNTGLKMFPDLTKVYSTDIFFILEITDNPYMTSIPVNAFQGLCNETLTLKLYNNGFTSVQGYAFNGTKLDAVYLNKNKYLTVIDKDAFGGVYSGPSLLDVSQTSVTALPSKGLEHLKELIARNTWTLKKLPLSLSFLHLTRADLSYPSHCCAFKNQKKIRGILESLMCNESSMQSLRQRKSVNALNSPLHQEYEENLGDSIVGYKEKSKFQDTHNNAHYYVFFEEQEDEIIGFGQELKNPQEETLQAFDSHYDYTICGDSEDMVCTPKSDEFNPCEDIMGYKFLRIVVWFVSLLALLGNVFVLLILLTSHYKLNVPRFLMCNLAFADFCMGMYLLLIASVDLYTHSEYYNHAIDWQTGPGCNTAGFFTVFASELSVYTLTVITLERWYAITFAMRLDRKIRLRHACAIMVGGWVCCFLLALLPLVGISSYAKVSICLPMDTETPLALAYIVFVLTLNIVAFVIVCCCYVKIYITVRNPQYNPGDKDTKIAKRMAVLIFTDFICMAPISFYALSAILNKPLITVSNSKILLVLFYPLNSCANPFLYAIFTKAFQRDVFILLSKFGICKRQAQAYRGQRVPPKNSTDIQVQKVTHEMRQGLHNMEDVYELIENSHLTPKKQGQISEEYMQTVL
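Inhibition of cAMP made by TSHR-expressing cells under TSH stimulation (4nM final, EC80; 2 h, 37 deg C) is quantified with a one-step lysis HTRF kit, anti-cAMP cryptate versus cAMP-d2.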
* hit, by the source's call; ? = inconclusive; . = no result given; [ ] = another dose, or the depositor's remark. Unless noted, the call rests on the fitted dose curve; in most records, active means well fitted curve in the direction sought with a large enough effect; inconclusive means small, poorly fitted or top-dose-only effect, or another doubt; inactive means no such curve, though single readings can be large; an effect the other way counts as inactive or inconclusive. A portion of the library; rates above refer to the full screens.

SMILES | MBNL1 CUG block | Menin-MLL TR inh | TCR activator | ASM inhibitor | a7 integrin act | Mito fusion yeast | TSG101-PTAP inh | MLL CXXC-DNA inh | AT treatment | TSHR antag
COc1ccc(NC(=O)N2CCN(S(C)(=O)=O)CC2)cc1OC | 8.1% | -0.7% | -9.4% | -0.8% | -0.6% | -1.5% | 1.0% | 8.9% | 11.2% | -9.8
O=C(c1cccc(F)c1F)N1CCCC1 | 0.9% | -16.5% | 0.4%[46.1 µM] | 3.5% | 14.1% | -3.8% | -1.1% | 6.2% | -6.4% | 24.3
Cc1ccc2c(c1)-c1c(cnn1CC(=O)Nc1ccccc1N1CCN(C)CC1)CO2 | -1.3% | 1.2% | -7.9%[46.1 µM] | 0.9% | -26.3% | -10.0% | 1.0% | -3.8% | -1.5% | -4.0
CN(CCOc1ccc(Cl)cc1)C(=O)CNS(=O)(=O)c1ccc(N(C)C)c([N+](=O)[O-])c1 | . | . | -1.8% | -17.6% | -24.9% | 2.8% | -2.3% | . | -4.9% | 18.7
Cc1ccc(Cl)cc1N1CCN(C(=O)C2(S(=O)(=O)c3ccc(Cl)cc3)CC2)CC1 | -20.4% | . | -15.1% | -3.9% | -11.4% | 17.6% | -2.9% | -0.1% | 1.9% | -38.9
CCOC(=O)c1ccc(NC(=O)C2(N3C(=O)c4ccccc4C3=O)CCCC2)cc1 | . | . | -6.1% | -22.7% | 15.4% | . | 0.9% | . | . | .
COc1ccc(CNC(=O)c2ccc(C(C)(C)C)cc2)cc1 | -3.0% | ? | -2.4% | 0.8% | 22.8% | 17.1% | -0.7% | -9.0% | 9.0% | 0.7
COC(=O)C1=C(C)NC(=O)NC1c1ccc(-c2ccc(Cl)cc2)o1 (stereo not drawn) | 5.4% | 1.9% | 0.2% | 0.6% | -15.2% | -6.2% | 2.9% | 10.9% | 0.6% | 4.8
O=C(Cc1cccs1)NC(Cc1c[nH]c2ccccc12)C(=O)O (stereo not drawn) | -3.7% | 12.1% | 5.7% | -8.5% | -14.6% | -0.1% | -7.2% | 40.3%[activator] | -7.0% | -1.2
CCC(C)NC(=O)COC(=O)c1ccccc1OCC(=O)Nc1ccc(Br)cc1 (stereo not drawn) | -25.7% | -3.7% | 3.9%[46.1 µM] | -0.1% | 26.4% | -2.9% | -4.4% | 10.2% | -5.6% | 10.1
CC(=O)N1CCN(C(=O)CCc2nc3ccccc3c(=O)[nH]2)CC1 | 6.7% | . | . | 1.0% | -3.2%[7.66 µM] | -1.7% | -6.4% | 0.8% | 2.1% | -0.7
COC(=O)Nc1ncc(CN2CCc3ccccc3C2)s1 | 8.0% | 17.5% | 1.7% | 5.1% | -27.2% | -0.3% | -4.5% | 1.1% | 0.3% | 2.6
COCCNC(=O)c1onc(CSc2ccccc2F)c1C(=O)O | 0.0% | 27.6% | 3.4% | 18.9% | 9.6% | 0.1% | -0.6% | 4.7% | 4.7% | 17.0
Cc1cc(-c2ccccc2C(=O)O)on1 | -7.4% | 0.3% | . | 2.8% | -12.0% | . | -6.0% | -3.2% | . | 4.3
O=C(C[n+]1cccc(Br)c1)c1cccs1 | 8.2% | 2.1% | -9.9% | -1.1% | 17.7% | -0.6% | 0.6% | -1.8% | 4.3% | 0.6
Cc1cccc(-n2ncc3c(N4CC(C)CC(C)C4)ncnc32)c1 (stereo not drawn) | -0.7% | 2.7% | 3.6% | -4.2% | -2.8% | 10.6% | -1.9% | -15.4% | 8.9% | -16.3
CCOCCOC(=O)CCSc1n[nH]c(=O)[nH]c1=O | 7.0% | 8.9% | -6.9% | 2.0% | -1.9% | -3.0% | -1.3% | 0.8% | -5.7% | -9.5
CC12CC3CC(C)(C1)CC(C(=O)Nc1nncs1)(C3)C2 | -0.7% | -16.0% | . | -0.1% | 12.1% | 15.8% | -1.1% | 3.1% | 14.4% | -5.4
Cc1ccc(N2C(=O)NC(NC(=O)C3CC3)(C(F)(F)F)C2=O)cc1 (stereo not drawn) | . | -1.6% | 1.6%[46.1 µM] | -4.5% | 13.4% | -10.9% | -2.8% | -4.0% | 0.6% | 6.8
CNC(=O)C1CCC(=O)N1Cc1ccccc1Cl (stereo not drawn) | -0.1% | . | -0.5% | -1.3% | -15.7% | -4.2% | -2.6% | -8.1% | 3.9% | -1.2
COc1ccc(NC(=O)CN(C)CC(=O)NCC2CCCCC2)cc1 | . | . | -7.6% | -4.1% | 32.6% | -3.6% | -6.4% | . | 4.0% | 0.4
CC1CC(C)CN(S(=O)(=O)c2ccc3c(c2)oc(=O)n3CC(=O)NCCCOC(C)C)C1 (stereo not drawn) | -4.7% | . | 8.5% | 0.4% | -16.6% | 3.6% | -7.4% | 12.5% | -16.3% | 10.6
COc1cccc(/C=C/C(=O)NNC(=O)c2ccco2)c1OC | . | . | -6.0% | -0.7% | 2.9% | 0.8% | -5.0% | . | -10.3% | 25.7
O=c1cc(CSc2nnnn2-c2ccccc2)nc(Nc2ccc(F)cc2)[nH]1 | -29.4% | 14.2% | 1.0% | -2.3% | 6.2% | 1.2% | -3.7% | 45.4%[activator] | 5.3% | -12.1
COC(=O)c1cc2ccsc2n1CC(=O)N1CCCc2ccccc21 | -5.6% | -7.4% | 0.4% | -3.0% | 3.3% | 17.8% | -6.4% | 5.6% | ? | 11.3
CCC(/C=C1\Sc2ccc(OC)cc2N1CCO)=C\c1sc2ccc(OC)cc2[n+]1CCO | ? | ? | 12.6µM* | -22.9% | -32.7% | -12.3% | -2.2% | ? | -5.6% | 3.4
CC(C)(C)c1cnnn1-c1ccc(-c2csc(N)n2)cc1 | 22.1% | 1.4% | 0.1% | -2.7% | -13.5% | 2.9% | -4.5% | -5.2% | -13.2% | 9.2
COc1cccc(NC(=S)N2CCCC2c2ccc(OC)c(OC)c2)c1 (stereo not drawn) | -1.9% | 10.8% | -6.7% | -0.4% | 12.4% | 6.6% | 0.7% | 2.5% | -4.4% | -8.0
Cc1ccc(Sc2ccc(C(=O)N3CCOCC3)cc2[N+](=O)[O-])cc1 | ? | -24.1% | -0.1% | -0.7% | 3.3% | 17.1% | 1.8% | 7.7% | -5.3% | -0.4
C(=N\Nc1nc(-c2cccnc2)nc2ccccc12)/c1ccccc1 | 7.3% | . | 1.5% | 98.9%[activator] | 26.1% | -6.1% | 0.0% | -2.2% | -6.8% | -4.7
c1ccc2c3c([nH]c2c1)CCNC3 | -4.4% | -8.1% | 2.3% | 6.4% | -10.5% | 0.9% | -1.4% | 2.4% | 6.9% | 1.5
COc1cc(OC)c(OC)cc1/C=C/C(=O)c1ccc(NS(=O)(=O)c2ccc(C)cc2)cc1 | 6.8% | ? | 0.9%[46.1 µM] | -5.9% | -45.9%[inhibitor] | -5.2% | 16.3% | -4.5% | 2.7% | -38.7
CCOc1ccc(-c2nnc(NC(=O)C3CCCC3)o2)cc1 | 1.9% | 16.8% | 6.7% | -2.5% | -30.5% | -5.2% | -3.4% | -2.1% | -1.5% | -10.4
Cc1ccc(Cl)cc1NS(=O)(=O)Cc1ccccc1 | 0.5% | 14.3% | . | -6.3% | -33.8% | 5.2% | 1.9% | -0.3% | 16.6% | -6.0
Cc1ccc(NC(=O)c2cc(N3C(=O)C=CC3=O)ccc2N2CCOCC2)cc1Cl | . | 9.7% | 6.4%[46.1 µM] | -1.2% | -47.0%[inhibitor] | 2.2% | -1.1% | 22.7% | -9.8% | -20.8
Cc1ccc(C(=O)NCc2ccc(F)cc2)s1 | . | . | -2.3% | 0.7% | -14.8% | . | -1.0% | . | . | .
CCOc1cc(N2CCOCC2)c(OCC)cc1NC(=O)COC(=O)CCOc1cc(C)ccc1C | . | . | -28.4% | -1.4% | -3.9% | 2.3% | -1.1% | . | 2.4% | -18.2
CCn1c(=S)[nH]c2cc(S(=O)(=O)N3CCCCC3)ccc21 | 4.7% | -22.6% | -0.9% | 1.5% | 31.0% | 3.4% | -10.4% | -2.8% | 5.5% | -6.4
O=c1[nH]c2ccccc2cc1CN(c1ccccc1)S(=O)(=O)c1ccccc1 | ? | 10.4% | -5.2%[46.1 µM] | -3.0% | 16.0% | -4.5% | -3.6% | 52.6%[activator] | 2.8% | -0.9
CCN(CC)C(=O)Oc1ccccc1NC(C)=O | -4.4% | 3.8% | -0.4% | 0.1% | 25.1%[7.66 µM] | -3.1% | -3.7% | 3.3% | -5.9% | 11.2
COc1ccc(C2(c3ccc(OC)cc3)NC(=O)N(CC(=O)Nc3ccc(N4CCOCC4)cc3)C2=O)cc1 | . | . | -56.7% | . | -5.7% | 3.3% | -0.2% | . | -17.4% | 12.4

Compound activity from PubChem.
